Screens: PubChem BioAssay, National Center for Advancing Translational Sciences (NCATS)
PI4K2A inh: qHTS for small molecular inhibitors of PI4K2A | Phosphatidylinositol 4-kinase type 2-alpha (Homo sapiens), Q9BTU6 | purified PI4K2A, ADP-Glo luminescence, 1 h; stronger effect = lower value | activity change, negative = inhibition, % at 76.9 µM | actives 0.13% (n = 420,000); in the data active = activity change below about -50%; inconclusive = mostly about -30% to -49%;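 also: -100% = wells without enzyme as full effect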
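PI4K2A activity was measured by ADP-Glo luminescence: enzyme (4 ug/mL stock) and phosphatidylinositol (1.2 mM stock) in Tris pH 7.5/MgCl2/EGTA/Triton X-100 buffer were reacted with ATP (300 microM stock) for one hour at ambient temperature.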
JMJD2A Tudor: qHTS Assay for Inhibitors of JMJD2A-Tudor Domain; AlphaScreen JMJD2A-Tudor / H3K4me3 peptide binding; Potency, µM (series often up to 114 µM), inactives show at the highest dose activity change, negative = inhibition, actives largely listed as inhibitors; AID 504339, 2011; Lysine-specific demethylase 4A (Homo sapiens), O75164; actives 4.4% (n = 390,000); also: potency is read from the fitted curve at half-maximal effect; % is scaled to controls: 0 for no effect and ±100 for the full control effect; nearly all actives have a fitted effect of over 50% in size
GLS inhibitor: qHTS for Inhibitors of Glutaminase (GLS); actives 0.21% (n = 410,000); Glutaminase kidney isoform, mitochondrial (Homo sapiens), O94925; Potency, µM (series often up to 45.5 µM), for inactives: at the highest dose activity change, negative = inhibition, usual class: inhibitors; AID 624170, 2012; GLS enzymatic activity, qHTS titration; also: potency is read from the fitted curve at half-maximal effect; % is scaled to controls: 0 for no effect and ±100 for the full control effect
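Enzyme dispensed in phosphate buffer (45 mM, pH 8.2, 0.02% Tween-20), compounds pinned in, then 1 mM L-glutamine solution and the glutamate oxidase–HRP–Amplex Red mix added; fluorescence read immediately and again after 30 min at room temperature.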
Tb PGK inh: qHTS Assay to Find Inhibitors of Phosphoglycerate Kinase. PGK/GAPDH coupled, Kinase-Glo luminescence, 60 min. AID 602233, 2012. Potency, µM (highest dose often 57.5 µM), for inactives: at the top dose activity change, negative = inhibition, hits mostly inhibitors. Phosphoglycerate kinase, glycosomal (Trypanosoma brucei brucei), P07378. actives 0.043% (n = 380,000); also: potency is read from the fitted curve at half-maximal effect; % is scaled to controls: 0 for no effect and ±100 for the full control effect; nearly all actives have a fitted effect of over 60% in size
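Luminescent ATP detection (Kinase-Glo Plus) follows a 60-minute room-temperature incubation, with wells lacking PGK as controls. Buffer: 100 mM TEA (pH 7.6), 5 mM MgCl2, 0.01% Tween-20. Coupling enzyme GAPDH (100 nM final) supplies unstable 1,3-BPG in-well.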
Pin1 inh: qHTS Assay to Find Inhibitors of Pin1. Peptidyl-prolyl cis-trans isomerase NIMA-interacting 1 (Homo sapiens), Q13526. Pin1 FP peptide displacement, HiFluor488, 10 min. Potency, µM (series often up to 115 µM), for the others: at the top dose activity, negative = inhibition, actives largely listed as inhibitors. actives 0.009% (n = 390,000); active = well fitted inhibition curve with a large enough effect in the polarisation, with a control signal flat, not every such curve was filed as active; inconclusive = small, poorly fitted or top-dose-only effect, or effect the other way, or a change in a side signal; inactive = no such curve, though single readings can be large or run the other way; the % refers to the polarisation; also: potency is read from the fitted curve at half-maximal effect; % is scaled to controls: 0 for no effect and ±100 for the full control effect
BAZ2B block: qHTS Assay for Inhibitors of BAZ2B; AlphaScreen BAZ2B-H3K14Ac peptide displacement; Potency, µM (doses to about 114 µM), for the others: top-dose activity change, negative = inhibition, most hits filed as inhibitors; actives 4.4% (n = 360,000); also: potency is read from the fitted curve at half-maximal effect; % is scaled to controls: 0 for no effect and ±100 for the full control effect; nearly all actives have a fitted effect of over 60% in size
Target sequence (Q9UIF8 whole entry, looked up): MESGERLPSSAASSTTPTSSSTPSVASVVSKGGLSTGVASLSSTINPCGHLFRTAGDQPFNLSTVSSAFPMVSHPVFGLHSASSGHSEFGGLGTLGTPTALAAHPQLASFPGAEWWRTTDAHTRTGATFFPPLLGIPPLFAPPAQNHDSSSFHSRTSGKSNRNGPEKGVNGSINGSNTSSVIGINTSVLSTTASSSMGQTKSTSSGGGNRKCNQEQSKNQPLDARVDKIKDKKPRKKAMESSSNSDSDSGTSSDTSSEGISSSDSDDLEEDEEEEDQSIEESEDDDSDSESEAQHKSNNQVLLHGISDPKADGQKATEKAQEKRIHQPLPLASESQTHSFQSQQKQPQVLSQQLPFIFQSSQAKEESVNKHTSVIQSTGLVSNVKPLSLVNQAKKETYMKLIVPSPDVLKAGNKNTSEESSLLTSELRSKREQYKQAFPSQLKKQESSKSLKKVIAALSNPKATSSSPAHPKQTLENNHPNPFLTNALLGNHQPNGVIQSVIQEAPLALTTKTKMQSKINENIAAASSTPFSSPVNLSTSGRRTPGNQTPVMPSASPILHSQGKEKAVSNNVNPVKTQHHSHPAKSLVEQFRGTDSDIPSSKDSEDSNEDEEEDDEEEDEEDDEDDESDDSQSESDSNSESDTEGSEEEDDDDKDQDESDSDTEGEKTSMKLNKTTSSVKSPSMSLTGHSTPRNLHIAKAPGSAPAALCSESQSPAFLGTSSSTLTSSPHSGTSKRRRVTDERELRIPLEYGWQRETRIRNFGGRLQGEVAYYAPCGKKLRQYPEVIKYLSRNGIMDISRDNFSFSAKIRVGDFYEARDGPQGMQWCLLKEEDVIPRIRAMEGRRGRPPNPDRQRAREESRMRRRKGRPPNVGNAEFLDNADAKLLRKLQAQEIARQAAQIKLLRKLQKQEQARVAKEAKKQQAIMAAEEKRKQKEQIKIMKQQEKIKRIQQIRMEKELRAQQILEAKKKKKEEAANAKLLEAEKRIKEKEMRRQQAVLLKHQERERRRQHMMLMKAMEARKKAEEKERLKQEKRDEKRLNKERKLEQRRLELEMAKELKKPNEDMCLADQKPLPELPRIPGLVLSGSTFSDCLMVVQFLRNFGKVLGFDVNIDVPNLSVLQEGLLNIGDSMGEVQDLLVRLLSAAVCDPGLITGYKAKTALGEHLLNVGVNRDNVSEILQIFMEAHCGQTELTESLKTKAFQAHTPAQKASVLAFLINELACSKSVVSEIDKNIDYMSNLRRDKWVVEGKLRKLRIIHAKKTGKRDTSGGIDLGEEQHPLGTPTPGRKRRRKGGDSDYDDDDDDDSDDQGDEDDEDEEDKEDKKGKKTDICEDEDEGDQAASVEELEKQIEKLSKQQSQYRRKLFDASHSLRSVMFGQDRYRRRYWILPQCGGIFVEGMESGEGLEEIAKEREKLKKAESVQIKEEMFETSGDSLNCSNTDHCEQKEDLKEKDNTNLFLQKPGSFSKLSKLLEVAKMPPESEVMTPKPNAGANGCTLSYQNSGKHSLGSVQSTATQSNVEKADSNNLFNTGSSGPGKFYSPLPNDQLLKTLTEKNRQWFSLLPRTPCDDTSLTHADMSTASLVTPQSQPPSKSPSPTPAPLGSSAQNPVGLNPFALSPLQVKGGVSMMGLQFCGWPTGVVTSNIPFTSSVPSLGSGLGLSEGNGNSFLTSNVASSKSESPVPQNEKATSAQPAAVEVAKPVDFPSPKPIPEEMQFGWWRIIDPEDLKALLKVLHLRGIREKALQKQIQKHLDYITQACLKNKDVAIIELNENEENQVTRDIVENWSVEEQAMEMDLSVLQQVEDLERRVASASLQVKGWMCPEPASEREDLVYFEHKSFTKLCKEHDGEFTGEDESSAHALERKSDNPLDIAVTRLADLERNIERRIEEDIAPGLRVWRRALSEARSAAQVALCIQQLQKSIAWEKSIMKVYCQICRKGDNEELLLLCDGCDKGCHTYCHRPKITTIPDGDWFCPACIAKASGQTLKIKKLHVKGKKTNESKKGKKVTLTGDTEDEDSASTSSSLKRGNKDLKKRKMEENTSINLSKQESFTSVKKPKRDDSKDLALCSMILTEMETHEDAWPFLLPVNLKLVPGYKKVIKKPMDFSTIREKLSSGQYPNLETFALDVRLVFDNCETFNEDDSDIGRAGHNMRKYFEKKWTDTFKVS
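AlphaScreen displacement: compounds (up to 110uM) incubated 30 min at room temperature with a preformed 50 nM BAZ2B/50 nM biotinylated H3K14Ac peptide complex in PBS pH 7.4 with Tween-20. Donor and acceptor beads at 10 ug/mL final added, 20 min light-protected before reading.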
HP1b chromo inh: HTS for Inhibitors of HP1-beta Chromodomain Interactions with Methylated Histone Tails. AlphaScreen HP1-beta / biotin-H3K9me3 peptide binding. Potency, µM (highest dose often 114 µM), inactives show top-dose activity change, negative = inhibition, hits mostly inhibitors. actives 0.56% (n = 390,000). AID 540317, 2011; also: potency is read from the fitted curve at half-maximal effect; nearly all actives have a fitted effect of over 70% in size; inactives centre near 23
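Compound inhibition of the preformed complex between 50 nM HP1-beta and 50 nM biotinylated H3K9me3 peptide was read by AlphaScreen. Buffer was PBS pH 7.4 with 0.01% Tween-20. Incubations ran 30 min at room temperature, with 10 ug/mL donor/acceptor beads.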
Pol eta inh: qHTS for Inhibitors of Polymerase Eta; DNA polymerase eta (Homo sapiens), Q9Y253; recombinant Pol eta, fluorescent DNA replication assay; Potency, µM (top dose mostly 114 µM), for the others: at the highest dose activity change, negative = inhibition, actives largely listed as inhibitors; actives 1.2% (n = 390,000); AID 588591, 2011; also: potency is read from the fitted curve at half-maximal effect; % is scaled to controls: 0 for no effect and ±100 for the full control effect
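Pol eta at 10 nM preincubated with compounds 15 min at room temperature; reaction started with fluorescent substrate (50 nM final) and read kinetically at 0 and 10 min.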
G9a inh: qHTS Assay for Inhibitors of Histone Lysine Methyltransferase G9a; Histone-lysine N-methyltransferase EHMT2 (Homo sapiens), Q96KQ7; G9a H3K9 monomethylation, AlphaScreen, 2 h; Potency, µM (series often up to 102 µM), for the others: at the highest dose activity, negative = inhibition, most hits filed as inhibitors; actives 8.8% (n = 350,000); AID 504332, 2011; also: potency is read from the fitted curve at half-maximal effect; % is scaled to controls: 0 for no effect and ±100 for the full control effect; nearly all actives have a fitted effect of over 75% in size
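G9a (20 nM) preincubated 15 min RT with compounds, then 500 nM biotinylated H3K9 peptide and 20 uM SAM added; 2 h RT reaction. Monomethyl-H3K9 product detected by AlphaScreen with anti-H3K9me1 antibody, streptavidin donor and anti-rabbit IgG acceptor beads.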
Numbers without * were called inactive; i = inactive; u = inconclusive; x = no result given; [ ] = another dose, or the depositor's remark. Unless noted, calls follow the shape of the dose curve; as a rule, active = well fitted curve in the direction sought with a large enough effect; inconclusive = small, poorly fitted or top-dose-only effect, or another doubt; inactive = no such curve, though single readings can be large; an effect the other way counts as inactive or inconclusive. Only part of the results is shown; rates above refer to the full screens.

BAZ2B block | PI4K2A inh | Pol eta inh | GLS inhibitor | G9a inh | JMJD2A Tudor | Tb PGK inh | Pin1 inh | HP1b chromo inh | SMILES
u | 8 | -16% | 26% | 25%[12.7 µM] | u | 1% | 4% | -19% | COc1c(C)cccc1C(=O)Nc1ccc(N2CCN(C(=O)c3ccccc3C)CC2)cc1
u | -3 | -4% | -1% | -5%[2.33 µM] | -10% | i | 0% | 61%[activator] | CSc1cccc(NC(=O)COC(=O)c2ccccn2)c1
-14% | 0 | -12% | 7% | 6% | -18% | -4% | -1% | 26% | Cc1ccc(NC(=O)CSc2nnc(C3COc4ccccc4O3)o2)c(Cl)c1 (stereo not drawn)
-35% | -3 | 2% | -12% | -7%[59 µM] | -5% | -3% | 0% | 9% | C=CCN(CC(=O)NCc1ccc(OC)cc1)C(=O)c1csnn1
1% | 0 | -20% | -2% | -4%[59 µM] | -2% | -3% | -3% | 26% | C=CCN1C(=O)C(Cc2ccc(OC)cc2)SC1=Nc1ccc(C(=O)O)cc1 (stereo not drawn)
-1%[57.1 µM] | 3 | -24% | 4% | 10µM* | 79µM* | -10%[11.5 µM] | 83%[activator] | u | CCOc1ccc2nc(NC3=NC(c4ccc(OC)cc4)CC(=O)N3)nc(C)c2c1 (stereo not drawn)
x | 1 | -20% | -2% | x | x | -4% | x | x | C/C=C/c1ccc2c(c1)O[C@H](CN(C)CC1CCOCC1)[C@@H](C)CN([C@H](C)CO)S2(=O)=O
-13% | 0 | -14% | 0% | 82%[activator][59 µM] | u | -3% | 0% | 21% | O=C1N/C(=N\N=C\c2cccs2)SC1Cc1ccc(Cl)c(Cl)c1 (stereo not drawn)
x | 2 | -22% | -7% | x | -10% | 0% | -6% | 20% | CC1CC2C(C(O)CC3(C)C2CCC3(O)C(=O)CO)C2(C)C=CC(=O)C=C12 (stereo not drawn)
x | 27 | -12% | 9% | x | u | 5% | 7% | u | COc1ccc(OC)c(NC(=S)NCCC(c2ccccc2)c2ccccc2)c1
u | 2 | -10% | 16% | -138%[59 µM] | 45µM* | 8% | 2% | u | COc1ccc(CN2CCc3cc(OC)c(OC)cc3C2)cc1O
7% | 23 | -8% | 23% | x | -9% | -6% | -9% | -2% | Cc1ccc2c(N)[nH]nc2n1
-1% | 5 | 2% | 3% | 8%[2.33 µM] | -1% | 2% | u | 27% | CCNc1nnc(-c2ccc(C)cc2)o1
8% | -2 | -4% | 32% | 32µM* | -35% | -3% | -4% | -22% | Cc1onc(-c2ccccc2)c1C(=O)NNC(=S)NC(=O)c1ccc(F)cc1
12% | 21 | 3% | -3% | -39%[59 µM] | 5%[57.1 µM] | -1% | -13% | 75%[activator] | O=C(/C=C/c1c(Cl)cccc1Cl)n1cccn1
u | 2 | -12% | 2% | -6%[12.7 µM] | -21% | 0% | 5% | -11% | COc1ccc(/C=N/N2CCOCC2)cc1Cn1cc([N+](=O)[O-])cn1
-33% | 2 | -9% | 5% | -33% | -29% | 5% | 5% | -2% | CC1Cc2nc(SCC(=O)Nc3ccc4c(c3)OCO4)n(CCc3ccccc3)c(=O)c2S1 (stereo not drawn)
-28% | -4 | -15% | 1% | -4% | u | -3% | 1% | 2% | CC(NC(=O)c1ccc(N2CCCC2)c([N+](=O)[O-])c1)c1ccc(S(N)(=O)=O)cc1 (stereo not drawn)
19% | -7 | -5% | -36% | 59%[activator] | -2% | -5% | 1% | -5% | COc1cc2c(cc1OC)-c1cc(Nc3cccc(F)c3)nc(=O)n1CC2
-3% | -2 | -14% | 6% | 14% | 3% | 3% | -2% | 29% | CC(NC(=O)Cc1ccc(F)cc1)c1ccccc1 (stereo not drawn)

Reformatted with values under each structure: 3 of the compounds above.
Order of values: BAZ2B block | PI4K2A inh | Pol eta inh | GLS inhibitor | G9a inh | JMJD2A Tudor | Tb PGK inh | Pin1 inh | HP1b chromo inh
COc1cc2c(cc1OC)-c1cc(Nc3cccc(F)c3)nc(=O)n1CC2
  19% | -7 | -5% | -36% | 59%[activator] | -2% | -5% | 1% | -5%
C=CCN(CC(=O)NCc1ccc(OC)cc1)C(=O)c1csnn1
  -35% | -3 | 2% | -12% | -7%[59 µM] | -5% | -3% | 0% | 9%
COc1ccc(/C=N/N2CCOCC2)cc1Cn1cc([N+](=O)[O-])cn1
  u | 2 | -12% | 2% | -6%[12.7 µM] | -21% | 0% | 5% | -11%

Some of these compounds in order of count of non-hydrogen atoms, largest number first:
BAZ2B block | PI4K2A inh | Pol eta inh | GLS inhibitor | G9a inh | JMJD2A Tudor | Tb PGK inh | Pin1 inh | HP1b chromo inh | SMILES
8% | -2 | -4% | 32% | 32µM* | -35% | -3% | -4% | -22% | Cc1onc(-c2ccccc2)c1C(=O)NNC(=S)NC(=O)c1ccc(F)cc1
x | 2 | -22% | -7% | x | -10% | 0% | -6% | 20% | CC1CC2C(C(O)CC3(C)C2CCC3(O)C(=O)CO)C2(C)C=CC(=O)C=C12 (stereo not drawn)
7% | 23 | -8% | 23% | x | -9% | -6% | -9% | -2% | Cc1ccc2c(N)[nH]nc2n1

Additional records follow.
BAZ2B block | PI4K2A inh | Pol eta inh | GLS inhibitor | G9a inh | JMJD2A Tudor | Tb PGK inh | Pin1 inh | HP1b chromo inh | SMILES
-23% | 9 | -15% | -1% | -46% | -29% | i | -4% | -10% | O=C(CC12CC3CC(CC(C3)C1)C2)NC(=S)NCc1ccco1
0% | 1 | -7% | -12% | 9%[59 µM] | -10% | -5% | 1% | 20% | COc1nc(C)ccc1-c1noc(-c2ccncc2)n1
-6% | 2 | -7% | -6% | x | -16% | 0% | -1% | 20% | CCN1CCN(C(=O)CS(=O)(=O)Cc2nc(-c3ccccc3C)oc2C)CC1
-1% | -11 | -2% | -13% | 12%[12.7 µM] | -19% | -10% | 0% | 12% | N#CC1(NC(=O)COC(=O)c2ccc(-c3ccc(O)cc3)cc2)CCCCC1
-31% | 7 | 45µM* | -6% | 56µM* | -23%[57.1 µM] | -4% | 0% | -6% | O=C(O)Cn1cc(/C=C/[N+](=O)[O-])c2ccccc21
-28% | 5 | -11% | 1% | 15% | -6% | 0% | -7% | 36% | Cc1sc2ncnc(N3CCC(C(=O)NNC(=O)c4ccccc4Cl)CC3)c2c1C
-1% | 2 | -6% | 1% | -8%[59 µM] | 3% | 0% | -2% | 38% | Cc1ccnc(N2C(=O)c3ccccc3C2Nc2ccccc2Cl)c1 (stereo not drawn)
5% | 1 | -15% | -15% | 15%[12.7 µM] | 6% | -10% | -1% | 36% | O=C(Nc1cccnc1Cl)c1cccnc1Cl
-2% | 2 | -5% | -11% | -17%[59 µM] | -17% | 0% | 1% | 4% | CCc1ccc2n(-c3ccc(OC)cc3)c([S-])c(C(=O)Nc3cc(C)cc(C)c3)[n+]2c1
-30% | 5 | -11% | 1% | 8%[59 µM] | -31% | 0% | 2% | 7% | COC(C(=O)Nc1ccc(S(=O)(=O)Nc2ccc(C)c(C)c2)cc1)c1ccccc1 (stereo not drawn)
6% | 1 | -20% | -9% | 46% | -15% | i | -5% | 30% | Cc1ccc(-c2csc3nc[nH]c(=O)c23)c(C)c1
u | -3 | -23% | 0% | 79µM* | -28% | -3% | 63%[activator] | -10% | CC(=O)C1=C(O)C(=O)N(c2ccc(S(=O)(=O)Nc3nccs3)cc2)C1c1ccc([N+](=O)[O-])cc1 (stereo not drawn)
7%[57.1 µM] | -5 | -4% | 11% | -7%[59 µM] | -11% | 15% | -1% | 15% | CC1CCN(C(=O)c2cnn(-c3ccc(Cl)cc3)c2C2CCN(C(=O)OC(C)(C)C)CC2)CC1
-13% | -5 | -1% | -2% | x | -7% | 4% | -13% | 14% | COc1ccccc1OCCSc1nc2ccccc2n1CCO
u | 4 | -11% | 41%[activator] | u | -18%[11.4 µM] | -2% | -4% | -8% | CCOC(=O)C(c1ccccc1)N1CCN(c2ccc(OC)cc2)CC1 (stereo not drawn)
3% | -1 | -9% | 5% | 4%[59 µM] | -16% | 13% | 13% | 39% | CCn1cc(S(=O)(=O)c2ccccc2)c(=O)c2cc(F)c(N3CCCCCC3)cc21
-5% | 0 | -20% | 1% | 0%[59 µM] | -13% | -9% | -5% | 29% | C=CCNc1nc(Cl)nc(NC2CCCCC2)n1
13% | -3 | -5% | 3% | 28%[12.7 µM] | -14% | -8% | 2% | 22% | CC(C)N(Cc1nc(-c2ccc(Cl)cc2)no1)C(=O)C(c1ccccc1)c1ccccc1
